EP2 modulator: modulates human prostaglandin E2 receptor EP2 signaling; EP2-expressing cells, cAMP HTRF FRET, PGE2 co-stimulation; induction, % at 25 µM; actives 0.83% (n = 260,000); P43116;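 active = compounds whose cAMP rise, as percent of the full-agonist control response, exceeds 60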;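 also: rat C6 glioma line stably carrying human EP2 under a CMV promoter; the protocol text gives 20 µM as final concentration; 100% = response of wells given 1 µM PGE2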
Target sequence (P43116 whole entry, looked up): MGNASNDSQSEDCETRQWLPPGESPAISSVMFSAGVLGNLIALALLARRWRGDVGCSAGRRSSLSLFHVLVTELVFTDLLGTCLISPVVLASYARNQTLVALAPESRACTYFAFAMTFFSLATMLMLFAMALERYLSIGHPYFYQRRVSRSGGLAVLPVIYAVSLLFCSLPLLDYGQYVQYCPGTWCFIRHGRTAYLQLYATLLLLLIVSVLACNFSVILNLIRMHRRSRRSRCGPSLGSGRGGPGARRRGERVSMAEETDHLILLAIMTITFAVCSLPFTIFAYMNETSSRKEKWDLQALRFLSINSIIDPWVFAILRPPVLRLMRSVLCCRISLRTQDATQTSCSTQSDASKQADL
* hit, by the source's call. This is a subset (hit frequency here may not be typical).

SMILES,EP2 modulator
O=C(c1nccs1)C1CCN(C(=O)C2(c3ccccc3)CC2)CC1,23.1
COc1ccc(OC)c(CC(=O)N2CCC(O)(c3ccccn3)CC2)c1,-13.5
CCc1nc(C(N)=O)c2[nH]c(=O)n(-c3cccc(F)c3)c2n1,13.1
Cc1nn(CC(=O)N(C2CCCCC2)C2CCCCC2)c(=O)c2cc3occc3n12,-14.6
CCc1nn(CC(=O)NC(C)c2ccccn2)c(=O)c2cc3sccc3n12 (centres undefined),-1.7
Cc1nn(CC(=O)N(C(C)C)C(C)C)c(=O)c2cc3occc3n12,33.2
Cc1cc(-c2cncnc2C2CCCN(C(=O)NCc3ccccc3)C2)on1 (centres undefined),1.6
CCn1cc(C(=O)N2CCN(Cc3ccco3)C[C@@H]2C(C)C)c(C)n1,-27.1
Cc1cc(/C=C/C2=CCN(C)CC2)c(C)n1C1CC1,-7.5
CCOC(=O)C(C)n1nc(CC)n2c(cc3ccsc32)c1=O (centres undefined),7.9
CC(=O)C1CC(CC(=O)N2CCC3(CC2)NC(=O)c2ccccc2O3)C1(C)C (centres undefined),-9.0
Cc1nn(CC(=O)N2CCN(Cc3ccco3)C[C@@H]2C(C)C)c(=O)c2ccccc12,-19.7
O=C(c1nccs1)C1CCN(C(=O)c2ccc(-n3cnnn3)cc2)CC1,-37.2
Cn1nc(C(C)(C)C)cc1C(=O)N1CCCC(c2ccnc3nc(C(F)(F)F)nn23)C1 (centres undefined),-28.2
COc1ccc(-c2c(C)nn3c(NCCCO)c(C)c(C)nc23)cc1,-65.8
O=C(Cc1ccc(F)cc1)N1CCC[C@H]1Cn1nc(-c2ccc3c(c2)OCO3)ccc1=O,-52.2
C=CCn1c(N2CCC(C(=O)NCCCN3CCCC3=O)CC2)nc2ccccc21,-10.9
O=C1COc2nc3cc4c(cc3cc2CN1Cc1ccccc1Cl)OCO4,-67.3
Cn1c(=O)n(CC(=O)NCc2cccs2)c2cccnc21,5.0
O=C(c1cccnc1)C1CCN(C(=O)Cc2cccc(F)c2)CC1,-23.6
Cc1cc(NCC(C)(C)CN(C)C)n2nc(C)c(-c3cccs3)c2n1,-31.7
COc1ccc(C2(C(=O)NCCc3nc(-c4cccnc4)n[nH]3)CC2)cc1,-28.1
CCc1nn(CC(=O)N2CC(C)CC(C)C2)c(=O)c2cc3ccsc3n12 (centres undefined),-38.2
COC(=O)c1ccc(C(=O)N2CCn3c(nnc3C3CC3)C2)cc1,5.3
CCOc1ccc(CN2CCc3c(nc(N4CCC(C)CC4)[nH]c3=O)C2)cc1,15.9
CN1[C@@H](C(=O)NCc2ccco2)C[C@@H](c2ccco2)NS1(=O)=O,-4.7
CC(C)c1nccn1CCC(=O)N1CCC2(CC1)NC(=O)c1cccnc1N2C,-14.2
Cc1nc(C)n(CCC(=O)N2CCC(C(=O)c3nc4ccccc4s3)CC2)n1,-9.0
COc1ccc(C2(NC(=O)C3CCN(S(C)(=O)=O)CC3)CCCCC2)cc1,-27.4
CCc1cccc2c(CN3CCc4c(nc(N5CCOCC5)[nH]c4=O)C3)c[nH]c12,-13.9
Cc1ncc(-c2ccncc2)c(C2CCCN(C(=O)c3cccnc3)C2)n1 (centres undefined),20.3
CCn1c2cc(C)sc2c2cnn(CC(=O)NCc3ccc4c(c3)OCO4)c(=O)c21,24.4
COc1ccccc1CNC(=O)Cn1nc(C)n2c(cc3ccsc32)c1=O,-2.9
Cc1cc(-c2cnc(C)nc2C2CCN(C(=O)Cc3ccccc3F)CC2)on1,-10.3
CC[C@H](Cn1nc(-c2ccc(OC)cc2)ccc1=O)NC(=O)c1ccc2c(c1)OCCO2,-16.0
CCc1nc(C(N)=O)c2[nH]c(=O)n(-c3cccc(OC)c3)c2n1,5.0
Cc1cc2c(s1)c1cnn(CCC(N)=O)c(=O)c1n2Cc1ccc(F)cc1,-60.5
Cc1sc2nc(C3CCCN(C(=O)C4CCCC4)C3)[nH]c(=O)c2c1C (centres undefined),8.9
O=C(c1ccc2c(c1)OCCO2)N1CCn2c(nnc2C2CC2)C1,5.8
O=C(c1nc2ccccc2s1)C1CCN(C(=O)c2cc(-c3cccs3)on2)CC1,-20.4
Cc1cc2c(cc3c(=O)n(CC(=O)C(C)(C)C)nc(C)n32)s1,-11.4
Cc1cc(C)n(CC(C)C(=O)N2C3CCC2CC(c2ccc(F)cc2)C3)n1 (centres undefined),4.8
CN1[C@@H](C(=O)Nc2ccc3c(c2)OCO3)C[C@@H](c2ccc(F)cc2)NS1(=O)=O,-24.9
CC(C)[C@@H](Cn1nc(-c2ccc(F)c(F)c2)ccc1=O)NC(=O)C1CC1,-15.2
CCc1[nH]n2c(=O)c(Cl)c(C)nc2c1-c1cccs1,-26.9
Cc1ccc(C)c(Cn2nc(C)n3c(cc4sccc43)c2=O)c1,-0.4
O=C(c1cccnc1)C1CCN(C(=O)C2CCCC2)CC1,-8.0
CCc1nn(CC(=O)NCc2cccs2)c(=O)c2cc3sc(C)cc3n12,1.1
CC(C)[C@H]1CN(Cc2ccccc2F)CCN1C(=O)CCn1ccnc1,-21.8
CCc1nc(C(N)=O)c2[nH]c(=O)n(-c3ccccc3F)c2n1,1.0
O=C1NC2(CCN(Cc3ccncc3)CC2)Oc2ccccc21,-2.5
CN1Cc2cccc(C(=O)N(C)c3nc4c(s3)CCc3occc3-4)c2C1=O,-28.9
COc1ccc(C2(NC(=O)c3cncnc3)CCCCC2)cc1,11.7
COc1ccc(C2(O)CCN(CC(=O)Nc3ccccc3C(N)=O)CC2)cc1,-4.1
COc1ccnc(Cn2nc3c(C)cc4c(C)cc(C)cc4n3c2=O)c1OC,-9.0
O=C(Cc1cccs1)N1CCC(n2nc(C3CC3)ccc2=O)CC1,-24.9
CCn1c2cc(C)sc2c2cnn(CCc3ccccc3)c(=O)c21,14.9
CCc1cc(N2CCN(C(C)=O)CC2)n2nc3nc(C)cc(C)c3c2n1,-15.4
COc1ccc(-c2cc3nccc(C4CCN(C(=O)OC(C)(C)C)CC4)n3n2)cc1OC,79.6*
O=C(N1CCC(c2ccncc2)CC1)C1(c2cccc(F)c2)CCCC1,-5.1

The list continues.
SMILES,EP2 modulator
Cc1nn(CC(=O)N2CCCCC2)c(=O)c2cc3ccsc3n12,-8.4
COc1ccc(CN2CCc3c(nc(N4CC(C)OC(C)C4)[nH]c3=O)C2)cc1CO (centres undefined),16.4
CCc1nn(CC(=O)NC2CCc3ccccc32)c(=O)c2cc3ccsc3n12 (centres undefined),13.2
COCCN1CCN(c2c(C)c(C)nc3c(-c4ccccc4)c(C)nn23)CC1,-19.8
CCc1nn(CC(=O)N2CCOCC2)c(=O)c2cc3sc(C)cc3n12,-52.9
C=CCn1c(N2CCC(C(=O)NCc3ccccn3)CC2)nc2ccccc21,-20.5
Cn1ccnc1C1(O)CC2CCC(C1)N2C(=O)Nc1ccccc1F (centres undefined),-54.4
COc1ccc(CNc2c(-c3cn(C)nc3C)nc3cnccn23)cc1,-44.5
CCN(CC)C(=O)[C@H]1C[C@@H](c2cccs2)NS(=O)(=O)N1C,-15.8
COc1ccccc1CN1CCc2c(nc(N3CC(C)OC(C)C3)[nH]c2=O)C1 (centres undefined),-4.4
Cc1ccc2nc(C3CCCCN3C(=O)c3ccc(-n4cnnn4)cc3)[nH]c2c1 (centres undefined),-62.8
CC[C@H](Cn1ncc2ccccc2c1=O)NC(=O)CCn1ncc2ccccc21,-36.9
O=C(O)[C@H]1CN(C(=O)c2cccs2)C[C@@H]1c1ccc(F)cc1,2.7
CN(C(=O)Cc1cccc(F)c1)c1nc2c(s1)CCc1occc1-2,-27.8
COc1ccc(CNC(=O)[C@H]2C[C@@H](c3ccc(OC)c(OC)c3)NS(=O)(=O)N2C)cc1,-21.4
Cc1ccn(CCCNC(=O)Cn2nc(C)n3c(cc4sc(C)cc43)c2=O)n1,16.2
CC[C@H](Cn1nc(-c2cccs2)ccc1=O)NC(=O)Cn1nc(C)c2ccccc2c1=O,-14.8
CN1CCNC(=O)C1CC(=O)N1CCC2(CC1)NC(=O)c1ccccc1O2 (centres undefined),-29.8
CC(C)[C@H]1CN(Cc2ccco2)CCN1Cc1ccccn1,20.3
CCn1ncc(C(=O)N2CCC(c3[nH]ncc3-c3ccncc3)CC2)c1C,-3.9
O=C(Nc1ccc(F)cc1)N1CCCC(c2nc(-c3cccnc3)n[nH]2)C1 (centres undefined),-10.9
Cc1cc(C)n(CC(=O)NCCc2nc(-c3cccnc3)n[nH]2)n1,19.9
COc1ccccc1CC(=O)N1CCCC(c2c(S(C)(=O)=O)cnc3ncnn23)C1 (centres undefined),13.8
COc1cc(-c2nc3cnccn3c2NCC2CCCO2)ccc1O (centres undefined),-29.6
O=C(c1nccc2ccccc12)N1CCc2c(nc(N3CCOCC3)[nH]c2=O)C1,-318.3
Cc1nn(CC(=O)Nc2ccccc2Br)c(=O)c2cc3sccc3n12,7.9
CCCc1cc(C(=O)N[C@H](Cn2nc(-c3cccs3)ccc2=O)C(C)C)no1,25.1
Cc1cc(-c2cnc(C)nc2C2CCN(C(=O)C(C)(C)C)CC2)on1,-12.6
CC(C)[C@H]1CN(Cc2ccccc2F)CCN1C(=O)CCn1cccn1,-10.7
Cn1nc(C(C)(C)C)cc1C(=O)N1CCn2c(nnc2C2CC2)C1,-26.4

Remaining list, next part.
molecule	EP2 modulator
CCCc1nn(C(C)C(N)=O)c(=O)c2cc3ccsc3n12 (centres undefined)	-37.5
C=CCOc1ccc(C(=O)N2C3CCC2CC(O)(c2cccnc2OC)C3)cc1 (centres undefined)	-46.9
CCn1c2cc(C)oc2c2cnn(CC(=O)NC3CC3)c(=O)c21	-27.5
CCc1nn(CC(=O)N(Cc2cccnc2)C2CC2)c(=O)c2cc3sccc3n12	7.5
O=C(c1nccs1)C1CCN(C(=O)c2cccs2)CC1	-26.6
Cc1ccc(-c2c(C)nn3c(NCCCN4CCOCC4)cc(C)nc23)cc1	-19.1
Cc1cc2c(o1)c1cnn(CC(=O)NC(C)C)c(=O)c1n2C(C)C	-15.4
CCc1cc2cc3c(cc2n2c(=O)n(CC(=O)N(C)C)nc12)OCO3	-2.5
CC(C)(C)c1cc(C(=O)N2C3CCC2CC(c2ccc(F)cc2)C3)n[nH]1 (centres undefined)	-47.9
Cc1cc(-c2cnc(C)nc2C2CCCN(CC(=O)Nc3nccs3)C2)on1 (centres undefined)	15.9
CC(=O)NC1(c2ccccc2C)CCN(Cc2ccccc2)CC1	-3.3
CCCn1c(CN2CCc3c(nc(N4CCCC4)[nH]c3=O)C2)nc2ccccc21	-60.3
CC(C)[C@@H](Cn1nc(C2CC2)ccc1=O)NC(=O)Cn1nnc2ccccc21	-31.0
Cc1nc(C)c(C(=O)N2CCC3(CC2)Nc2ccccc2-n2cccc23)s1	-65.9
COc1cccc(NC(=O)CN2CCC(n3cnc4cccnc43)CC2)c1	-8.3
CCCc1nn(CC(=O)NCCOC)c(=O)c2cc3ccsc3n12	-13.7
CCn1c2cc(C)oc2c2cnn(CC(=O)N3CCCCC3C)c(=O)c21 (centres undefined)	-17.0
CC(C)[C@@H](Cn1nc(C2CC2)ccc1=O)NC(=O)C1CCC1	-27.6
COc1cccc(CN2CCN(C(=O)c3ccc4nc(C)c(C)nc4c3)[C@@H](C)C2)c1	-27.1
O=C(c1ccc2c(c1)OCCO2)N1CCC[C@H]1Cn1nc(-c2ccc(F)cc2)ccc1=O	-12.5

EP2 modulator: hit marks shown above
molecule	EP2 modulator
COc1ccc(-c2cc3nccc(C4CCN(C(=O)OC(C)(C)C)CC4)n3n2)cc1OC	79.6*

Back to the main list, starting 7 compounds before the break.
molecule	EP2 modulator
Cc1nc(C)c(C(=O)N2CCC3(CC2)Nc2ccccc2-n2cccc23)s1	-65.9
COc1cccc(NC(=O)CN2CCC(n3cnc4cccnc43)CC2)c1	-8.3
CCCc1nn(CC(=O)NCCOC)c(=O)c2cc3ccsc3n12	-13.7
CCn1c2cc(C)oc2c2cnn(CC(=O)N3CCCCC3C)c(=O)c21 (centres undefined)	-17.0
CC(C)[C@@H](Cn1nc(C2CC2)ccc1=O)NC(=O)C1CCC1	-27.6
COc1cccc(CN2CCN(C(=O)c3ccc4nc(C)c(C)nc4c3)[C@@H](C)C2)c1	-27.1
O=C(c1ccc2c(c1)OCCO2)N1CCC[C@H]1Cn1nc(-c2ccc(F)cc2)ccc1=O	-12.5
O=C(C1CCCO1)N1CCC(Cn2nc(-c3ccc(F)cc3)ccc2=O)CC1 (centres undefined)	-21.5
C=CCn1c2cc(C)sc2c2cnn(CCC(N)=O)c(=O)c21	-14.9
O=C(c1nccs1)C1CCN(C(=O)Cc2ccc(Cl)cc2)CC1	-39.2
Cc1nc2sc3c(c2c2nn(CC(=O)N4CCCCC4)c(=O)n12)CCC(C)C3 (centres undefined)	-91.5
Cc1nn(CC(=O)N2CCC(C(=O)c3nc4ccccc4s3)CC2)c(=O)c2ccccc12	-28.9
CCn1c2cc(C)oc2c2cnn(CC(=O)N3C(C)CCCC3C)c(=O)c21 (centres undefined)	-39.2
CCN(CC)C(=O)[C@H]1C[C@@H](c2ccco2)NS(=O)(=O)N1C	-30.6
COc1ccc([C@@H]2C[C@H](C(=O)Nc3cccnc3)N(C)S(=O)(=O)N2)cc1	-53.4
Cn1c(=O)n(C)c2cc(C(=O)NC3(c4cccc(F)c4)CCCC3)ccc21	-10.1
CCn1ncc(C(=O)N2C[C@H](C(=O)OC)[C@@H](c3ccc(F)cc3)C2)c1C	-26.4
c1ccc(CN2CCC(c3ccncc3)CC2)nc1	-11.7
Cc1cc(-c2cn3c4c(nnc3n2)CCCC4)ccc1NC(=O)C1CCCO1 (centres undefined)	-13.4
COc1ccc(C2(C(=O)N3CCC(n4nc(-c5ccco5)ccc4=O)CC3)CC2)cc1	-7.9
COC(=O)[C@H]1CN(C(=O)c2ccc(Cn3cccn3)o2)C[C@@H]1c1ccc(F)cc1	-21.8
COc1ccc(C2=NN(CC(=O)N3CCCC3)C(=O)c3cc4ccccc4n3C2)cc1	14.2
COc1ccc2cc(C)c3nn(CC(=O)NCC4CC4)c(=O)n3c2c1	19.9
O=C(CN1CCC(c2ccc3c(c2)OCO3)CC1)N1CCOCC1	-27.7
